High-throughput results (PubChem BioAssay)
All columns: NCI-60 one-dose screen, growth in % after 48 h at 10 µM unless noted; 100 = growth as untreated, 0 = no growth, -100 = all killed.
MDA-MB-468 – MDA-MB-468 breast cancer | 78,000 tested, 8.5% active | AID 2202374
MOLT-4 – MOLT-4 leukemia cells | 80,000 tested, 6.9% active | AID 1794779
SR – SR leukemia cells; 73,000 tested, 8.7% active
MDA-MB-435 – MDA-MB-435 melanoma; 82,000 tested, 7.8% active; AID 1794794
RPMI-8226 – RPMI-8226 leukemia cells. AID 1794781. 77,000 tested, 7.5% active
MDA-MB-231 – MDA-MB-231 breast cancer; 81,000 tested, 5% active; AID 1794789
MCF7 – MCF7 breast cancer; 82,000 tested, 6.3% active; AID 1794796
K-562 – K-562 leukemia; 78,000 tested, 7.4% active
The depositor's hits bear a star; x = not tested or not shown; & = joins results of further samples; [ ] = remark or other dose. Rule for the calls: active = growth percent below 10; inactive = the rest.

SMILES | MDA-MB-468 | MOLT-4 | SR | MDA-MB-435 | RPMI-8226 | MDA-MB-231 | MCF7 | K-562
O=NN(CCCl)C(=O)Oc1cc(Cl)c(Cl)cc1Cl | 108 | 90 | 102 | 97 | 100 | 99 | 89 | 108
Cc1ccc(S(=O)(=O)Nc2ccc(I)cc2)cc1 | 96 | 94 | 92 | 103 | 85 | 118 | 86 | 96
CS(=O)(=O)Nc1ccc(Nc2c3ccccc3nc3cc(N)ccc23)cc1 | -53* | 5.4* | 8.5* | 54 | 22 | 86 | 6.6* | 23
CC(=O)N(CC(=O)O)c1ccccc1 | 99&115 | 142&94 | 130&91 | 114&108 | 116&103 | 95&100 | 103&93 | 139&106
CC(C)CN(C(=O)c1ccc(Cl)cc1)c1c(N)n(CC(C)C)c(=O)[nH]c1=O | x | 97 | 64 | 112 | 85 | 96 | 95 | 103
O=C(O)CCN1C(=O)/C(=C/c2cc3cc4c(cc3nc2Cl)OCCO4)SC1=S | 77 | 103 | 62 | 102 | 82 | 104 | 70 | 79
O=C1CN2CCC1C/C2=C\c1ccnc2c(Cl)cccc12 (stereo not given) | 91 | 97 | -24* | 101 | 62 | 90 | 46 | 96
COc1ccccc1OCc1ccccc1 | 100 | 100 | 104 | 111 | 97 | 88 | 99 | 100
N#CC(c1ccc(N)cc1)c1ccc(F)cc1 (stereo not given) | 100 | 90 | 94 | 102 | 95 | 101 | 106 | 92
COc1nc2c(c(=O)n1C)CN(Cc1ccccc1)C(=O)C(c1ccccc1)N2 (stereo not given) | 117 | 97 | 93 | 102 | 90 | 105 | 103 | 103
O=C(CC(C(=O)c1ccccc1)c1ccccc1)c1ccccc1 (stereo not given) | 106 | 105 | 140 | 116 | 89 | 82 | 122 | 104
O=Cc1c(OCc2cnnn2CC(=O)Nc2ccccc2Cl)ccc2ccccc12 | 98 | 100 | 101 | 104 | 96 | 90 | 81 | 108
c1nc2c([nH]1)CNCC2 | 97 | 100 | 106 | 101 | 100 | 100 | 93 | 116
Nc1cc2c(cc1Cl)-c1ccc([N+](=O)[O-])cc1/C2=N\O | 78 | 38 | 11 | 51 | 45 | 105 | 79 | 31
CCOC(=O)c1nn(-c2ccc(S(N)(=O)=O)cc2)c2nc(C)cc(=O)n12 | 99 | 119 | 104 | 105 | 103 | 102 | 92 | 102
COc1cc(/C=C2\C(=O)Nc3ccc(Br)cc32)cc(OC)c1OC | 17 | 64 | 16 | 21 | 52 | 65 | 24 | 33
Cc1csc(N/N=C/c2ccncc2)n1 | 107 | x | 97 | 104 | 131 | 102 | 87 | 94
O=C(c1ccc(O)cc1)C1[C@H](c2ccc(Br)cc2)[C@@H](c2ccccc2)NC12C(=O)Nc1ccccc12 (stereo not given in full) | 0.5* | 16 | x | 13 | 23 | -41* | 8.4* | 35
COc1ccc(OC)c(N(CCN2C(=O)c3ccccc3C2=O)C(=O)CCl)c1 | x | 55 | -49* | 82 | 33 | 70 | 79 | 102
COC(=O)[C@]12CCC(C)(C)C[C@H]1C1=CC[C@@H]3[C@@]4(C)C/C(=C/c5cccnc5)[C@H](O)C(C)(C)[C@@H]4CC[C@@]3(C)[C@]1(C)CC2 | 83 | 68 | 66 | 102 | 85 | 101 | 79 | 78
COc1ccc(C2Nc3n[nH]c(-c4ccccc4)c3C(=O)CS2)cc1 (stereo not given) | 83 | x | x | 101 | x | 110 | 86 | x
O=C1C(=Cc2ccc3cccc(Cl)c3n2)C(=O)c2ccccc21 | 100 | x | 93 | 105 | 89 | 92 | 60 | 116
CN(C)C1CCN(Cc2ccc(NC(=O)c3cncc(C#Cc4cnc(N)c5ncccc45)c3)cc2C(F)(F)F)CC1 | 67 | 25 | 1.2* | -2.1* | 61 | 2.5* | 74 | 1.3*
Cc1ccc(S(=O)(=O)n2ccnc2)cc1 | x | 138 | 140 | 108 | 100 | 99 | 99 | 123
COc1cccc(Br)n1 | 99 | 100 | 113 | 102 | 111 | 102 | 99 | 112
Carrying on:
SMILES | MDA-MB-468 | MOLT-4 | SR | MDA-MB-435 | RPMI-8226 | MDA-MB-231 | MCF7 | K-562
CC(C)NC(=O)C1(N2C(=O)c3ccccc3C2=O)CCCC1 | 95 | 100 | 95 | 108 | x | 94 | 96 | 100
COC(=O)/C(=C\c1ccncc1)c1cccc2ccccc12 | 101 | 79 | 62 | 56 | 93 | 100 | 88 | 33
C#CCOc1ccccc1C(Nc1ccccc1Br)c1nnnn1C1CCCCC1 (stereo not given) | 73 | 69 | 74 | 96 | 70 | 87 | 96 | 58
N#Cc1cnn2c1ncc1ccccc12 | 112 | 103 | 101 | 102 | 104 | 112 | 99 | 106
Cc1cccc[n+]1CCCC[n+]1ccccc1C | 106 | 100 | 101 | 108 | 108 | 104 | 103 | 101
c1ccc(-c2nc(N3CCN(C(c4ccccc4)c4ccccc4)CC3)c3ccccc3n2)cc1 | 106 | 99 | 95 | 102 | 100 | 102 | 91 | 98
COc1ccccc1N=c1scc(C)n1C | 100 | 92 | 95 | 93 | 100 | 102 | 96 | 93
COC(=O)Cc1ccccc1C(=O)OC | 123 | 112 | 97 | 103 | 111 | 103 | 94 | x
Cc1nn(-c2ccccc2)c2nc(C)n(/N=C/c3cccc([N+](=O)[O-])c3)c(=O)c12 | 87 | 99 | x | 79 | 78 | 95 | 77 | 78
Cc1ccc(S(=O)(=O)N(C)c2ccccc2C(N)=O)cc1 | 96 | x | 89 | 109 | 101 | 111 | 111 | 115
COc1cc(-c2nc(SC(C)C)nc(Nc3ccccc3C)c2C#N)cc(OC)c1OC | 111 | 110 | 110 | 106 | x | 102 | 101 | 99
O=C(O)CCC(=O)c1ccccc1 | 98 | 108 | 106 | 103 | 110 | 98 | 93 | 105
CC(=O)C(CCC(=O)O)(CCC(=O)O)C(C)C | 104 | 95 | 101 | 116 | 100 | 108 | 99 | 98
COc1ccc2c(c1)CCCC2(O)C#CC1(O)CCCc2cc(OC)ccc21 (stereo not given) | 64 | 95 | 82 | 96 | 102 | 84 | 79 | 101
Oc1cccc(-c2nc(-c3nn(CN4CCOCC4)c(=S)o3)cc3c2[nH]c2ccccc23)c1 | 114 | 97 | 94 | 103 | 101 | 96 | 97 | 103
COc1ccc(N=Nc2c(N)n[nH]c2N)cc1 | 108&114 | 115&103 | 115&101 | 103&103 | 100 | 115&105 | 101&97 | 108&111
COc1ccc(-c2nc(SCC(=O)Nc3nc(-c4ccc(Cl)cc4)cs3)[nH]c(=O)c2C#N)cc1 | 95 | 84 | x | 96 | 83 | 97 | 89 | 85
Cc1ccc(N2C(=O)/C(=C3\SC(=S)N(c4ccc(C)cc4)C3=O)SC2=S)cc1 | 93 | 98 | 99 | 104 | 108 | 101 | 92 | 95
COc1ccc(/C=N/N=C2/C(=O)Nc3ccc(OC)cc32)c(OC)c1 | 115 | 106 | 107 | 103 | 109 | 101 | 101 | 111
C=CCNC(=O)c1ccccc1SC(C)=O | 78 | 145 | 112 | 94 | 118 | 105 | 84 | 97
OCc1ccc(CO)cc1 | 94 | 84 | 87 | 106 | x | 98 | 96 | 99
COc1cc(CNC(=O)/C=C/C=C/c2ccc3c(c2)OCO3)ccc1OCC(=O)NO | 89 | 87 | 94 | 101 | 104 | 100 | 87 | 108
CN(Cc1ccccc1)c1ncnc2[nH]ncc12 | 110 | 87 | 82 | 113 | 76 | 109 | 103 | x
CCCCCCCCCCCCSC(=N)N | -58* | -37* | -32* | -73* | -42* | -30* | -31* | -41*
COc1ccc(-c2[nH]c(=S)ncc2-c2ccc(Cl)cc2)c(O)c1 | 97 | 91 | x | 99 | 98 | 120 | 95 | 86
The list goes on.
SMILES | MDA-MB-468 | MOLT-4 | SR | MDA-MB-435 | RPMI-8226 | MDA-MB-231 | MCF7 | K-562
NC(=O)CNC(=O)c1ccccc1 | x | 85 | 87 | 107 | 104 | 116 | 97 | 98
CCOC(=O)c1c(C)oc2ncnc(N3CCN(CC(=O)Nc4ccc(C)cc4)CC3)c12 | 91 | 84 | 97 | 101 | 90 | 90 | 94 | 91
O=C(c1cc(=O)[nH]c(=O)[nH]1)N(CCO)CCO | 97 | x | x | 105 | 98 | 106 | 122 | x
COc1ccc2c(c1)c(-c1nnc(N)nc1-c1cn(C)c3ccccc13)cn2C | 79 | 94 | 85 | 92 | 105 | 91 | 79 | 83
O=[N+]([O-])c1cccc(Cn2cnc3c(=S)nc[nH]c32)c1 | 103&106 | 95&102 | 97&109 | 103 | 113 | 111&113 | 95&110 | 103&110
O=C(/C=C/C12c3ccccc3C(c3ccccc31)C1C(=O)NC(=O)C12)c1ccccc1 (stereo not given) | 9.6* | 17 | 21 | 14 | 5.5* | 14 | 9.3* | 14
CCCCCCCCCCCCCCCCCCOCC(O)CO (stereo not given) | x | 81 | 97 | 98 | 104 | 86 | 118 | 96
C/C(=C\CCc1ccsc1)CC/C=C(\C)CCCO | 106 | 99 | 103 | 103 | 103 | 113 | 105 | 106
Cc1nc2c(C)c(C(=O)Nc3ccccc3F)sc2c(=O)[nH]1 | 140 | 88 | 99 | 95 | 101 | 111 | 91 | 91
O=C(CCCSCCCC(=O)N/N=C/c1ccccc1)N/N=C\c1ccccc1 | 101 | 80 | 88 | 102 | 90 | 95 | 90 | 101
CCCCCCCCC/C(=N\N=C(N)N)c1ccccc1 | 104 | 104 | 80 | 104 | 101 | 106 | 101 | 56
CC1=C/C(=N/OS(=O)(=O)c2ccc(C)cc2)CC(C)(C)C1 | 110 | 105 | 85 | 105 | 101 | 94 | 99 | 99
O/N=C(/CSc1n[nH]c(-c2ccncc2)n1)c1ccccc1 | 117 | 103 | 102 | 105 | 94 | 97 | 92 | 96
CSCCC(NC(=O)c1ccccc1)C(=O)N/N=C1\S/C(=C/c2ccc(Cl)cc2)C(=O)N1C (stereo not given) | x | 67 | 38 | 86 | 50 | 76 | 84 | 42
COc1cc(C2C=C(c3ccc(NCc4nccc(OCC(F)(F)F)c4C)cc3)NC(N)=N2)cc(OC)c1OC (stereo not given) | 77 | 62 | 53 | 103 | 74 | 81 | 84 | 73
NC1=NC(c2ccc3ccccc3c2)c2sc3ccc(Cl)cc3c2N1 (stereo not given) | 115 | 94 | 89 | 100 | x | 89 | 95 | 103
O=[N+]([O-])c1ccc(N/N=C/c2cccnc2)cc1 | 84 | 84 | 62 | 46 | 41 | 55 | 76 | 34
CC(=O)c1ccc2c3c(ccc([N+](=O)[O-])c13)CC2 | 122 | 84 | 76 | 97 | 102 | 115 | 91 | 69
C#CCOc1ccc2ncnc(N3CCN(C(=O)CCl)CC3)c2c1 | -9.2*[8.25 µM] | 67[8.25 µM] | 33[8.25 µM] | 87[8.25 µM] | 93[8.25 µM] | 96[8.25 µM] | 65[8.25 µM] | 19[8.25 µM]
CC(=O)CSc1nc(-c2cc3ccccc3o2)cc(-c2ccc(Cl)cc2)c1C#N | x | 82 | 51 | 103 | 86 | 102 | 98 | 118
Cc1nn(-c2ccccc2)c(N(C)Cc2ccccc2)c1C1CC(c2ccc(Cl)cc2)=NN1C=O (stereo not given) | 58 | 39 | 79 | 81 | 51 | 77 | 69 | 50
O=C1/C(=C/c2ccc([N+](=O)[O-])cc2)SC(=Nc2ccccc2)N1Nc1ccccc1 | 88 | 4.0* | 0.3* | 71 | 43 | 55 | 44 | 18
Clc1ccc(Nc2nccc(Nc3ccc4[nH]ncc4c3)n2)cc1 | 34 | 23 | 2.7* | 56 | 18 | 69 | 25 | -7.9*
O=c1c2cc(F)ccc2sc2c(Nc3ccccc3)nc3ccccc3c12 | 103 | 82 | 77 | 94 | x | 93 | 92 | 89
COP(=O)(OC)c1nnn(-c2ccc([N+](=O)[O-])cc2)c1C | 107 | 100 | 102 | 104 | 102 | 101 | 99 | 98
COc1cc(O)c(C(C)=O)c2c1C=CC(C)(C)O2 | 106 | 78 | 79 | 116 | 107 | 96 | 95 | 78
COc1cc(C2CCN(Cc3ccccc3)CCO2)cc(OC)c1OC (stereo not given) | 108 | 95 | 96 | 109 | 104 | 114 | 93 | 101
CN1CCN(c2nc(NCCCCNc3ccnc4cc(Cl)ccc34)c3ccccc3n2)CC1 | 62 | 44 | -27* | -10* | -8.4* | -5.3* | 51 | x

Already shown: 12 of the compounds above.
SMILES | MDA-MB-468 | MOLT-4 | SR | MDA-MB-435 | RPMI-8226 | MDA-MB-231 | MCF7 | K-562
NC(=O)CNC(=O)c1ccccc1 | x | 85 | 87 | 107 | 104 | 116 | 97 | 98
CCOC(=O)c1c(C)oc2ncnc(N3CCN(CC(=O)Nc4ccc(C)cc4)CC3)c12 | 91 | 84 | 97 | 101 | 90 | 90 | 94 | 91
O=C(c1cc(=O)[nH]c(=O)[nH]1)N(CCO)CCO | 97 | x | x | 105 | 98 | 106 | 122 | x
COc1ccc2c(c1)c(-c1nnc(N)nc1-c1cn(C)c3ccccc13)cn2C | 79 | 94 | 85 | 92 | 105 | 91 | 79 | 83
O=[N+]([O-])c1cccc(Cn2cnc3c(=S)nc[nH]c32)c1 | 103&106 | 95&102 | 97&109 | 103 | 113 | 111&113 | 95&110 | 103&110
O=C(/C=C/C12c3ccccc3C(c3ccccc31)C1C(=O)NC(=O)C12)c1ccccc1 (stereo not given) | 9.6* | 17 | 21 | 14 | 5.5* | 14 | 9.3* | 14
CCCCCCCCCCCCCCCCCCOCC(O)CO (stereo not given) | x | 81 | 97 | 98 | 104 | 86 | 118 | 96
C/C(=C\CCc1ccsc1)CC/C=C(\C)CCCO | 106 | 99 | 103 | 103 | 103 | 113 | 105 | 106
Cc1nc2c(C)c(C(=O)Nc3ccccc3F)sc2c(=O)[nH]1 | 140 | 88 | 99 | 95 | 101 | 111 | 91 | 91
O=C(CCCSCCCC(=O)N/N=C/c1ccccc1)N/N=C\c1ccccc1 | 101 | 80 | 88 | 102 | 90 | 95 | 90 | 101
CCCCCCCCC/C(=N\N=C(N)N)c1ccccc1 | 104 | 104 | 80 | 104 | 101 | 106 | 101 | 56
CC1=C/C(=N/OS(=O)(=O)c2ccc(C)cc2)CC(C)(C)C1 | 110 | 105 | 85 | 105 | 101 | 94 | 99 | 99
